High-throughput results deposited in PubChem by several laboratories.
SR-BI uptake up = enhances SR-BI lipid uptake from DiI-HDL; activation, % at 12.5 µM; CHO ldlA[mSR-BI] cells, DiI-HDL uptake fluorescence, 3 h; 100 = double the neutral-control signal; actives 0.096% (n = 320,000);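 active = mean replicate activation of at least 60% and every replicate at or above 60%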;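 also: 0% = median plate neutral-control signal and 100% = twice that signal; values of inactives mirror those of a sister screen read the other way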
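Test system: SR-BI-overexpressing, LDLR-lacking CHO cells. Measured by: DiI fluorescence, bottom read. Medium: Ham's F12 with 0.5% BSA, HEPES 25 mM, pH 7.4. Timing: 3 h uptake period with compound, 37 °C.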
PKA-R2B activ = activators of human PKA-R2B complex; PKA-R2B holoenzyme dissociation, Cy5-IP20 fluorescence polarization; R2B truncated from residue 108, S112A mutant; 0% DMSO only, 100% 113 µM cGMP; activation, % at 11.4 µM; actives 0.079% (n = 340,000);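 active = activation above a cutoff set at the mean over all compounds plus 3 SD, cut at about 18% in these data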;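 also: higher means more holoenzyme dissociation and a rise in polarization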
Arrestin-AP2 inh = blocks beta-arrestin peptide binding to AP2 adaptin. FITC-arrestin peptide / GST-AP2 beads, flow cytometry; AP2 beta2 appendage carries R879A mutation. inhibition, % at 10 µM. actives 0.31% (n = 340,000);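 active = inhibition above a set limit, near 3 SD of compounds lacking own fluorescence, cut at about 54% in these data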;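 also: plate controls were DMSO wells for no effect and 5 µM unlabelled arrestin peptide for full effect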
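System: GST-tagged AP2 beta2-adaptin appendage (R879A) on 4 µm glutathione beads / Reagent: FITC-arrestin peptide, 50 nM / Detection: HyperCyt-sampled flow cytometry, FL1 channel, ex 488/em 535 nm / Timing: 12 min plus 1 h, RT / Buffer or medium: PBS plus Tween 20 (0.05%) and BSA (0.1%)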
NSD2 HMT inh = inhibitors of human histone methyltransferase NSD2; O96028; NSD2 peptide methylation, AlphaScreen, 120 min; inhibition, % at 12.5 µM; actives 0.54% (n = 310,000); in the data active = inhibition above about 50%
dFosB activator = activators of mouse delta FosB homodimer. purified delta FosB, TAMRA-CDK5 oligo fluorescence polarization; percent of positive-control signal above neutral wells. activation, % at 25 µM. actives 0.99% (n = 340,000). AID 493131;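 active = mean activation above about 17%, with every replicate also reaching it, limit read from the data, passing the limit was not always enough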;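 also: fluorescence polarization rise as delta FosB binds a TAMRA Cdk5 AP-1 oligo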
MITF TRPM1 HTS = MITF TRPM1 promoter activation in melanoma cells; SK-MEL-5 TRPM1-promoter luciferase, 24 h; % of positive control, neutral wells = 0; activation, % at 12.5 µM; actives 0.75% (n = 300,000); AID 588334;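 active = mean activation of at least 80% with every replicate also reaching 80%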;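 also: 0% = neutral control wells and 100% = parthenolide positive control wells; values of inactives mirror those of a sister screen read the other way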
PKA-R1A activ = PKA-R1A complex activation; P00514+P68181; PKA-R1A dissociation, Cy5-IP20 fluorescence polarization; scaled: DMSO 0%, 113 µM cGMP 100%; activation, % at 11.4 µM; actives 0.083% (n = 340,000);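 active = percent activation above the mean of all tested compounds plus 3 SD, cut at about 19% in these data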;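 also: higher means more PKAc released from R1A so a rise in polarization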
Mot1-301 SUMO = inhibitors of SUMOylation pathway: yeast Mot1-301 growth rescue; S. cerevisiae Mot1-301 growth rescue, ATP luminescence, 38.5C; percent above DMSO median, 100 means doubled; growth rescue, % at 18.8 µM; actives 1% (n = 320,000);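 active = every valid replicate shows activation above 250% relative to neutral control wells; inactive = the rest, any valid replicate at or below 250%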;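 also: OY570 slx delta 5 strain wells were the positive control but not used for scaling; some compounds called inactive have numbers as strong as hits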
CDK5 p35 inh = CDK5/p35 (human) kinase inhibition | Q00535+Q15078 | Recombinant CDK5/p35, ADP-Glo luminescence, 60 min | inhibition, % at 10 µM | actives 0.01% (n = 330,000) | AID 488839;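 active = highest replicate inhibition of at least 50% and at least 75% of replicates reaching 50%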;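 also: plate controls were DMSO neutral control for no effect and GW8510 at 10 µM for full effect; many of its hits are not listed in these tables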
Pemphigus Ab inh = blocks pemphigus antibody binding to human desmoglein-3. P32926. DSG3-coupled beads, scFv-anti-DSG3-GFP binding, flow cytometry; stronger effect = lower value. binding (percent of control), % at 10 µM. actives 0.48% (n = 310,000). AID 588358;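 active = binding more than 3 SD below its plate's average and above zero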;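 also: hits lower antibody fragment binding to DSG3; some compounds called inactive have numbers as strong as hits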
Target sequence (P32926 whole entry, looked up, the tested form may be a part): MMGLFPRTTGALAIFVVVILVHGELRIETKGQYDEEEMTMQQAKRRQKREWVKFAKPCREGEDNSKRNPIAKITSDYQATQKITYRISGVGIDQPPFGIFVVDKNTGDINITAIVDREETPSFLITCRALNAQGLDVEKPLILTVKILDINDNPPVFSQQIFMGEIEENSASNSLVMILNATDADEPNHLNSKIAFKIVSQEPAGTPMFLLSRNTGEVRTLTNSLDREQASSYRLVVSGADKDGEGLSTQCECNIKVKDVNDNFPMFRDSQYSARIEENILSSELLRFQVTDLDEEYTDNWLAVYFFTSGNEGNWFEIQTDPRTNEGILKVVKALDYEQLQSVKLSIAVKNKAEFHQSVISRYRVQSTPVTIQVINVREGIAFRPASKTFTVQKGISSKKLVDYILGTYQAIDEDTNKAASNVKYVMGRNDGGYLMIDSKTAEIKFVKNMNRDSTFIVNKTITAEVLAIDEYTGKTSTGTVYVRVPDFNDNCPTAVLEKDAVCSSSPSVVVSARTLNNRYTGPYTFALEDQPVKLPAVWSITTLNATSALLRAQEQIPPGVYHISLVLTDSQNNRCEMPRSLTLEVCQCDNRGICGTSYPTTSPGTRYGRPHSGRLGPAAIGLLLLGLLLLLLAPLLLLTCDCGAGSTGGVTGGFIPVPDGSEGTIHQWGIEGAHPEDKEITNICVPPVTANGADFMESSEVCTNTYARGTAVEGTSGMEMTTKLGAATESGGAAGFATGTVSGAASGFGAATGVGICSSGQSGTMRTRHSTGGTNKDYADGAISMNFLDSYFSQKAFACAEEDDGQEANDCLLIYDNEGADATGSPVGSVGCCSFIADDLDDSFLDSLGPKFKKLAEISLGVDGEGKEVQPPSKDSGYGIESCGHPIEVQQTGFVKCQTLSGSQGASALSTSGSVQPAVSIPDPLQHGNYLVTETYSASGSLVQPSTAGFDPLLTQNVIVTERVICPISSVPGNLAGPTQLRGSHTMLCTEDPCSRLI
SR-BI HDL uptake = blocks mouse SR-BI lipid uptake from DiI-HDL; Q61009; ldlA[mSR-BI] CHO cells, DiI-HDL uptake fluorescence, 3 h; inhibition, % at 12.5 µM; actives 0.96% (n = 320,000); AID 488896;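 active = mean replicate inhibition of at least 70% and a set share of replicates each scoring 70 or more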;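 also: 0% = median of neutral control wells and 100% = median of positive control wells; values of inactives mirror those of a sister screen read the other way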
The depositor's hits bear a star; / = not tested or not shown.

SMILES | SR-BI uptake up | PKA-R2B activ | Arrestin-AP2 inh | NSD2 HMT inh | dFosB activator | MITF TRPM1 HTS | PKA-R1A activ | Mot1-301 SUMO | CDK5 p35 inh | Pemphigus Ab inh | SR-BI HDL uptake
Nc1ncnc2c1ncn2[C@H]1C[C@H](O)[C@@H](COP(=O)(O)O)O1 | 7 | 15 | -7 | / | -4 | -1 | -7 | 8 | -1.5 | 111 | -7
Cc1ccccc1OCc1nc2ccc(S(=O)(=O)N3CCOCC3)cc2[nH]1 | 14 | -3 | 4 | 2 | -11 | -28 | 4 | 12 | -1.1 | 106 | -14
COC(=O)c1sccc1NC(=O)Nc1ccc(C(C)=O)cc1 | -45 | -6 | -7 | -3 | -32 | 11 | 4 | -10 | 1.1 | 107 | 45
Cc1onc(-c2c(Cl)cccc2Cl)c1C(=O)N1CCN(c2ccccc2)CC1 | 23 | -7 | 8 | 4 | -3 | -1 | -1 | 1 | 0.6 | 105 | -23
COc1ccc(CNC(=O)c2sccc2C)cc1 | 12 | -7 | 2 | 4 | 1 | 6 | -8 | 7 | -1.3 | 88 | -12
CCc1ccccc1NC(=O)CSc1nnc(Cn2nnc3ccccc32)n1C | 1 | 2 | 26 | 3 | -8 | -8 | -7 | 18 | 1.9 | 106 | -1
CCCCNC(=S)Nc1ccccc1F | -3 | 15 | 16 | -1 | -2 | 1 | 0 | -2 | -1.6 | 107 | 3
Cn1sc(NC(=O)c2ccccc2)nc1=O | -10 | 1 | -8 | -1 | 4 | / | -9 | 244 | 0.4 | 95 | 10
O=C(NCc1ccco1)c1ccccc1O | 33 | 3 | 10 | 1 | -3 | / | -8 | 74 | 0.3 | 106 | -33
O=C1Nc2ccccc2C1(O)c1ccccc1 (centres undefined) | 1 | -8 | 4 | -2 | -8 | 4 | 8 | 10 | -0.7 | 101 | -1
O=C(NCc1ccco1)Nc1ccc(Br)cc1Cl | / | 5 | 6 | 1 | 4 | 91* | -10 | 0 | 0.7 | 101 | /
COc1ccc(/C=C2/CCCC(CN(C)C)C2=O)cc1 (centres undefined) | -18 | -7 | -20 | 3 | -5 | / | 2 | / | 2.8 | 102 | 18
CCn1c(=O)n(C)c2c(=O)n(C)c(=O)n(C)c21 | 13 | -4 | 8 | -2 | 1 | 8 | -3 | / | 0.8 | 97 | -13
O=S1(=O)C=CC(Nc2cccc(Cl)c2)C1 (centres undefined) | 12 | 2 | -4 | 0 | 0 | 11 | 14 | 8 | -0.2 | 82 | -12
CC(c1cccs1)N(C(=O)Nc1ccccc1)C1CCCCC1 (centres undefined) | -3 | -9 | -3 | -6 | -4 | 1 | 0 | -1 | -2.8 | 106 | 3
Cc1ccc(NC(=O)c2cnccn2)cc1C | 26 | 8 | 20 | 0 | -4 | / | -7 | -8 | 1.5 | 126 | -26
O=C1CC(c2ccccc2)Oc2cc(O)cc(O)c21 (centres undefined) | 23 | -1 | 6 | / | -6 | / | -8 | 8 | 1.0 | 97 | -23
Cc1ccc(C2CC(=O)c3cnn(-c4nc(C)cc(C)n4)c3C2)cc1 (centres undefined) | 8 | -2 | 39 | 2 | -14 | 10 | -10 | -7 | 0.5 | 92 | -8
CCOC(=O)C1CCCN(C(=O)c2ccc(S(=O)(=O)N3CCCC3)cc2)C1 (centres undefined) | 7 | -9 | 23 | -2 | 0 | -1 | 1 | / | 1.7 | 98 | -7
CN(C)CCCNc1oc(-c2ccc(Cl)cc2)nc1C#N | 6 | 7 | 21 | 0 | 7 | 22 | -3 | -1 | 0.2 | 101 | -6

Part of the list above, as tab-separated lines:
Molecule	SR-BI uptake up	PKA-R2B activ	Arrestin-AP2 inh	NSD2 HMT inh	dFosB activator	MITF TRPM1 HTS	PKA-R1A activ	Mot1-301 SUMO	CDK5 p35 inh	Pemphigus Ab inh	SR-BI HDL uptake
Cc1ccccc1OCc1nc2ccc(S(=O)(=O)N3CCOCC3)cc2[nH]1	14	-3	4	2	-11	-28	4	12	-1.1	106	-14
COC(=O)c1sccc1NC(=O)Nc1ccc(C(C)=O)cc1	-45	-6	-7	-3	-32	11	4	-10	1.1	107	45
Cc1onc(-c2c(Cl)cccc2Cl)c1C(=O)N1CCN(c2ccccc2)CC1	23	-7	8	4	-3	-1	-1	1	0.6	105	-23
COc1ccc(CNC(=O)c2sccc2C)cc1	12	-7	2	4	1	6	-8	7	-1.3	88	-12
CCc1ccccc1NC(=O)CSc1nnc(Cn2nnc3ccccc32)n1C	1	2	26	3	-8	-8	-7	18	1.9	106	-1
CCCCNC(=S)Nc1ccccc1F	-3	15	16	-1	-2	1	0	-2	-1.6	107	3
Cn1sc(NC(=O)c2ccccc2)nc1=O	-10	1	-8	-1	4	/	-9	244	0.4	95	10

Additional compounds.
SMILES | SR-BI uptake up | PKA-R2B activ | Arrestin-AP2 inh | NSD2 HMT inh | dFosB activator | MITF TRPM1 HTS | PKA-R1A activ | Mot1-301 SUMO | CDK5 p35 inh | Pemphigus Ab inh | SR-BI HDL uptake
CC1(C)Cc2c(sc(NC(=O)c3ccco3)c2C(=O)O)CO1 | 5 | 3 | 10 | / | -8 | 25 | -3 | -12 | -1.4 | 103 | -5
Cc1ccc(-n2ncc3c(NCc4ccco4)ncnc32)cc1C | -1 | 4 | -3 | -2 | 0 | 30 | -5 | 168 | 0.1 | 110 | 1
O=C(NCc1ccco1)/C(=C/c1ccc(Cl)cc1)NC(=O)c1ccco1 | 7 | -7 | 25 | -4 | 3 | 2 | -3 | 188 | -0.3 | 106 | -7
CCOc1ccc(C(=O)NC(=S)Nc2ccc(NC(=O)c3ccco3)cc2)cc1[N+](=O)[O-] | -57 | -4 | 1 | 16 | 3 | -3 | -19 | 13 | 0.2 | 101 | 57
O=C(Cn1nc(C(=O)O)c2ccccc2c1=O)Nc1cc(S(=O)(=O)N2CCOCC2)ccc1Cl | -30 | -4 | 2 | 7 | -2 | 4 | -6 | 11 | 0.3 | / | 30
O=C(Cc1ccccc1Cl)N/N=C/c1cccnc1 | 10 | 6 | -7 | -2 | 7 | 4 | 6 | -5 | -0.5 | 105 | -10
O=C(O)C1CC=CCC1C(=O)NC12CC3CC(CC(C3)C1)C2 (centres undefined) | 7 | -9 | -5 | -1 | 3 | / | 1 | -14 | 0.3 | / | -7
COc1ccc(NC(=O)c2ccccc2NC(=O)c2ccco2)c(OC)c1 | -67 | -11 | -1 | -3 | 2 | -1 | -17 | 4 | 12 | 101 | 67
CN1C(=O)c2cccc(N(C)C)c2C1=O | / | -13 | -2 | 0 | 0 | 6 | -7 | -9 | 1.7 | 105 | /
Cc1ccc(S(=O)(=O)CCNC(=O)Cc2ccc(Cl)cc2)cc1 | 14 | -2 | 40 | 4 | 4 | -8 | 4 | 5 | 1.9 | 101 | -14
O=C(O)CSc1ncnc2scc(-c3ccc(Br)cc3)c12 | 2 | 2 | 14 | -4 | -4 | -2 | 5 | 5 | 0.2 | 109 | -2
COc1cc(S(=O)(=O)Nc2c(C)cc(C)cc2C)ccc1Cl | 25 | -18 | 3 | -2 | -4 | 14 | -4 | -16 | -2.2 | 100 | -25
COc1cccc(-c2ccc(NC(=O)C3CCCN(CCCn4nc(C)cc4C)C3)cc2)c1 (centres undefined) | -34 | -10 | 16 | 8 | 27* | 5 | 6 | -7 | -0.9 | 108 | 34
CCCn1c(C)cc(/C=C(\C#N)C(=O)O)c1C | 6 | 1 | 30 | 6 | 6 | 13 | -10 | -2 | 0.0 | 81 | -6
CC(=O)Oc1cc2cccc(OC(C)=O)c(=O)c2c(OC(C)=O)c1OC(C)=O | 6 | -10 | 7 | / | -5 | -26 | 5 | 7 | -0.5 | / | -6
O=C(Cn1cc2c(n1)CCCC2)NCCCN1CCN(C2CCCCC2)CC1 | 10 | 6 | 1 | / | -1 | -8 | -9 | -12 | 1.4 | 112 | -10
C[C@]12c3[nH]c4ccccc4c3CCN1C(=O)C(CC(=O)NCc1ccco1)C[C@@H]2C(=O)N1CCCCC1 (some centres undefined) | 8 | 2 | 20 | / | -7 | 1 | -5 | 3 | -2.3 | 98 | -8
Cc1ccccc1OCC(=O)OC1CCN(C)CC1 | 25 | -2 | -33 | 6 | 3 | 16 | 3 | 16 | 0.3 | 99 | -25
CCOc1ccc(Cl)cc1CSc1ncn[nH]1 | -20 | 9 | 37 | -1 | -4 | 0 | 6 | -11 | 0.0 | 84 | 20
O=C(CSc1nnc(-c2ccccn2)n1-c1ccc(Cl)cc1)Nc1ccc2c(c1)OCO2 | 6 | -4 | -8 | -1 | -3 | 2 | -1 | -3 | 0.2 | 93 | -6

Records above shown as hits in dFosB activator:
SMILES | SR-BI uptake up | PKA-R2B activ | Arrestin-AP2 inh | NSD2 HMT inh | dFosB activator | MITF TRPM1 HTS | PKA-R1A activ | Mot1-301 SUMO | CDK5 p35 inh | Pemphigus Ab inh | SR-BI HDL uptake
COc1cccc(-c2ccc(NC(=O)C3CCCN(CCCn4nc(C)cc4C)C3)cc2)c1 (centres undefined) | -34 | -10 | 16 | 8 | 27* | 5 | 6 | -7 | -0.9 | 108 | 34

Next entries follow.
SMILES | SR-BI uptake up | PKA-R2B activ | Arrestin-AP2 inh | NSD2 HMT inh | dFosB activator | MITF TRPM1 HTS | PKA-R1A activ | Mot1-301 SUMO | CDK5 p35 inh | Pemphigus Ab inh | SR-BI HDL uptake
COC(=O)c1ccc(C2C(C#N)=C(N)Oc3cc(C)n(C)c(=O)c32)cc1 (centres undefined) | -9 | -6 | -35 | 0 | -9 | -6 | -1 | / | -1.9 | 107 | 9
COc1ccnc(CSC(N)=Nc2cccc(C(F)(F)F)c2)c1 | 13 | -5 | 5 | 0 | -3 | -17 | -4 | -19 | 0.2 | 127 | -13
COc1ccccc1N1C(=O)CCC1(C#N)c1ccccc1 (centres undefined) | 5 | 3 | -4 | -3 | 0 | / | 2 | -4 | 1.0 | / | -5
N#Cc1cccc(C(=O)OCC(=O)NC(=O)NC2CCCCC2)c1 | 17 | -6 | 25 | 0 | 1 | 5 | 6 | -6 | 0.6 | 99 | -17
C#CCN1C(=O)C(O)(c2c(C)[nH]c3ccccc23)c2ccccc21 (centres undefined) | -7 | -5 | 3 | 3 | -5 | / | -7 | 125 | 0.1 | 112 | 19
Cn1c(=N)n(CC(=O)O)c2ccccc21 | 26 | 9 | 6 | -1 | -5 | -7 | -5 | -11 | 0.0 | 107 | -26
Cc1cc(NC(=O)CCC(=O)N(c2ccccc2)C(C)C(=O)NC2CCCC2)no1 (centres undefined) | 12 | -17 | -7 | -4 | -3 | 17 | 3 | -20 | 0.5 | 101 | -12
